Screening results deposited in PubChem by National Center for Advancing Translational Sciences (NCATS).
Giardia kill – kills Giardia lamblia | Giardia lamblia trophozoite viability | activity change, % at 7.66 µM, hits read low | actives 0.15% (n = 340,000) | AID 540267; in the data active means activity change below about -80%; inconclusive means between about -30% and that limit;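 further: parasites exposed to compound for two days anaerobically before the ATP read; on the % scale 0 is the no-effect control and ±100 the full control effect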
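ATP-content bioluminescence gauges trophozoite survival. Cells (100/well) receive compound and incubate anaerobically for 48 hrs at 37 deg C; detection reagent follows for 15-30 min at room temperature.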
Menin MLL FP TR – inhibitors of human menin-MLL interaction, mutant MLL peptide; O00255; Menin + Texas Red MLL mutant peptide, fluorescence polarization; Potency, µM (highest dose often 61.6 µM), without a hit: at the top dose FP activity change, negative = inhibition, actives largely listed as inhibitors; actives 0.23% (n = 270,000); AID 1768; active means well fitted inhibition curve with a large enough effect in the polarisation, with a control signal flat, not every such curve was filed as active; inconclusive means small, poorly fitted or top-dose-only effect, or effect the other way, or a change in a side signal; inactive means no such curve, though single readings can be large or run the other way; the % refers to the polarisation; further: potency means the concentration at half of the fitted maximal effect; % of control where 0% means no effect; many of its hits are not listed in these tables
PKM2 activator – PKM2 (human) enzyme activation | P14618 | purified PKM2, Kinase-Glo ATP luminescence, activation; response scale: 0% is enzyme alone, no compound | Potency, µM (titrated, usually from 57.5 µM), inactives show top-dose activation, usual class: activators | actives 0.34% (n = 260,000); further: potency means the concentration at half of the fitted maximal effect; on the % scale 0 is the no-effect control and ±100 the full control effect; nearly all actives have a fitted effect of over 55% in size
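hPK-M2, >95% pure; 0.1 mM ADP / 0.5 mM PEP final; imidazole pH7.2 buffer w/ 7 mM MgCl2, 50 mM KCl; 1 h RT; Kinase-Glo lum. Intermediate enzyme activity for dual inhibitor/activator qHTS.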
a7 integrin act – integrin-mediated muscular dystrophy alleviation activation; alpha7betagal myoblasts, beta-gal FDG fluorescence, 48 h; Potency, µM (doses to about 38.3 µM), for the others: at the highest dose activation, usual class: activators; actives 0.064% (n = 350,000); AID 624291;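 further: potency means the concentration at half of the fitted maximal effect; 100% = response of the positive control SU9516; nearly all actives have a fitted effect of over 60% in size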
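alpha7betagal+/- myoblasts (passage 13, 250/well) treated 48 h at 37C with compounds at 1:260 dilution of DMSO stock. Lysed, then beta-galactosidase activity read as FDG fluorescence (ex 480/em 540) after 30 min, with pre-read for autofluorescence.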
B2AR arrestin – agonists driving beta-arrestin recruitment to human beta2-adrenergic receptor | Potency, µM (series often up to 46.1 µM), for inactives: top-dose activation, usual class: activators | P07550 | beta-arrestin recruitment to beta2AR, cell-based reporter | actives 0.02% (n = 330,000);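 further: potency means the concentration at half of the fitted maximal effect; 0% = DMSO controls and full agonism = EC100 isoproterenol or metaproterenol; nearly all actives have a fitted effect of over 65% in size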
TSG101-PTAP inh – blocks PTAP/TSG101 interaction to inhibit HIV-1 budding; Q99816; Fluorescence polarization, FITC-PTAP peptide / Tsg101 binding; Potency, µM (titrated, usually from 115 µM), without a hit: at the highest dose activity change, negative = inhibition, hits mostly inhibitors; 340,000 tested, under 10 active; AID 493005; active means well fitted inhibition curve with a large enough effect in the main read-out, with a control signal flat, not every such curve was filed as active; inconclusive means small, poorly fitted or top-dose-only effect, or effect the other way, or a change in a side signal; inactive means no such curve, though single readings can be large or run the other way; further: potency means the concentration at half of the fitted maximal effect; % of control where 0% means no effect
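Tsg101 binding domain (10 uM final) was mixed with compound and a FITC-labeled PTAP peptide (50 nM final) in HEPES pH 7.5 buffer with NaCl, Tween 20, EDTA and TCEP; fluorescence polarization was read after 20 min at r.t.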
Chronic BCR inh – inhibitors of chronic active B-cell receptor signaling. ABC-DLBCL IkBa-CBG/CBR reporter, luminescence ratio, 4 h. Potency, µM (highest dose often 46.1 µM), for inactives: at the highest dose ratio change, negative = lower green/red ratio, hits mostly inhibitors. actives 0.05% (n = 340,000); active means well fitted inhibition curve with a large enough effect in the signal ratio, with a control signal flat, not every such curve was filed as active; inconclusive means small, poorly fitted or top-dose-only effect, or effect the other way, or a change in a side signal; the % refers to the signal ratio;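 further: potency means the concentration at half of the fitted maximal effect; plate controls were basal doxycycline-induced cells for no effect and cells given 10 µM MG132 for full effect; MG132 reads +100%, hits lower the ratio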
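Compounds up to 46 uM were incubated four hours with TMD8 cells whose green CBG68 luciferase is fused to IkappaBalpha; red CBR luminescence normalised the signal, and concentration-effect curves were fitted to fusion, red and ratio data.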
Tb PFK block – T. brucei PFK enzyme inhibition; O15648; T. brucei PFK, ADP-Glo luminescence; Potency, µM (series often up to 57.5 µM), without a hit: top-dose activity, negative = inhibition, usual class: inhibitors; actives 0.17% (n = 330,000); AID 485367;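 further: potency means the concentration at half of the fitted maximal effect; 0% = uninhibited 1x PFK enzyme wells and -100% = no-enzyme wells; nearly all actives have a fitted effect of over 60% in size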
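PFK 1.25 nM, F6P 0.5 mM, ATP 0.1 mM, 0.1 M TEA pH 8.0, 5 mM MgCl2, 0.01% Tween20, 0.1% BSA; 45 min RT. ADP-Glo readout. qHTS titration up to 57 uM; curves fitted, compounds curve-classed.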
ASM inhibitor – inhibitors of human secretory acid sphingomyelinase. P17405. placental ASM, HMU-PC fluorogenic substrate, 60 min. Potency, µM (doses to about 57.5 µM), inactives show at the highest dose activity change, negative = inhibition, usual class: inhibitors. actives 0.006% (n = 340,000). AID 504937; further: potency means the concentration at half of the fitted maximal effect
Target sequence (P17405 47-631 limits assumed): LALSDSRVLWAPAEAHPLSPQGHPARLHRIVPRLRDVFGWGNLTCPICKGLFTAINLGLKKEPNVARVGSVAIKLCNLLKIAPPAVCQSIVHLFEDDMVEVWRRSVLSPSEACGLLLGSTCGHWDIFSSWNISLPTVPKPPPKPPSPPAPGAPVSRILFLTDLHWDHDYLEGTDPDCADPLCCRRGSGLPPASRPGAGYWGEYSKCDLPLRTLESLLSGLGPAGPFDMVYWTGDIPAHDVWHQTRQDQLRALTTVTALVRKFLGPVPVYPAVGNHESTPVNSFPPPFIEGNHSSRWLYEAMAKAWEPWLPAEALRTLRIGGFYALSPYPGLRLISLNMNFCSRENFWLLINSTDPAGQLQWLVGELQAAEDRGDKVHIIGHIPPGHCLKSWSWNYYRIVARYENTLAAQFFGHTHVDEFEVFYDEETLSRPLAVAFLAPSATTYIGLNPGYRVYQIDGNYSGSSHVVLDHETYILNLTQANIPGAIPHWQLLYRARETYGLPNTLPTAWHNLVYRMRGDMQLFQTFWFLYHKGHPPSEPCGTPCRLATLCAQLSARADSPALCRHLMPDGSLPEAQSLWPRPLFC
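Fluorogenic HMU-PC substrate (9 uM final) is turned over by placental ASM in 60 min at 37 C after a 10 min compound preincubation. Reaction ended by alkaline stop (pH 10), with fluorescence read at 386/447 nm.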
GALK inhibitor – galactokinase (human) inhibition | Potency, µM (series often up to 57.5 µM), without a hit: at the highest dose activity change, negative = inhibition, most hits filed as inhibitors | Purified GALK, Kinase-Glo residual ATP luminescence | actives 0.007% (n = 270,000) | P51570 | AID 1868; further: potency means the concentration at half of the fitted maximal effect; on the % scale 0 is the no-effect control and ±100 the full control effect
Target sequence (P51570 whole entry, looked up): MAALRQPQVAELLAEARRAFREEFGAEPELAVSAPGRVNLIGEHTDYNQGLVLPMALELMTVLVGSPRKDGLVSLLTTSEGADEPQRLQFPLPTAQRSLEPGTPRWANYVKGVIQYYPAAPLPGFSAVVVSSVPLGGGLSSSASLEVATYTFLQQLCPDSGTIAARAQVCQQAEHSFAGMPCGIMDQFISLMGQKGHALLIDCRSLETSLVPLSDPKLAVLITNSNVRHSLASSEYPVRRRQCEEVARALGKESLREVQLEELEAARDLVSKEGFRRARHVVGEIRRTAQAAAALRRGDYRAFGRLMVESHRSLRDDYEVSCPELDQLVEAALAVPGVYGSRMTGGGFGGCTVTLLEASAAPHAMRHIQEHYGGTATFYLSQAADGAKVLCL
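Luminescence from leftover ATP (Ultra-Glo luciferase/luciferin) served as read-out after a 1 h room-temperature reaction of 5 nM GALK with 35 uM ATP and 100 uM galactose.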
Coupling enz – coupling enzyme interference in Giardia aldolase counter-screen; actives 0.67% (n = 290,000); activity change, negative = inhibition, % at 58.2 µM, hits read low; AID 2472; coupling enzyme system counterscreen, AmpLite Red fluorescence; in the data active means activity change below about -30%; further: on the % scale 0 is the no-effect control and ±100 the full control effect
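Counterscreen of the coupled detection system alone, without aldolase: glyceraldehyde-3-phosphate coupling enzymes plus AmpLite Red readout. Compounds at 57.5 uM final, 10 min RT preincubation, 20 min RT reaction, fluorescence 525/598 nm.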
The depositor's hits bear a star; ? = inconclusive; . = no result given; [ ] = remark or other dose. Unless noted, the call rests on the fitted dose curve; in most records, active means well fitted curve in the direction sought with a large enough effect; inconclusive means small, poorly fitted or top-dose-only effect, or another doubt; inactive means no such curve, though single readings can be large; an effect the other way counts as inactive or inconclusive.

SMILES | Giardia kill | Menin MLL FP TR | PKM2 activator | a7 integrin act | B2AR arrestin | TSG101-PTAP inh | Chronic BCR inh | Tb PFK block | ASM inhibitor | GALK inhibitor | Coupling enz
C=CCn1c(C2CCCCC2)n[nH]c1=S | -11 | 12% | -8% | -5% | 0.1% | -10% | ? | 3% | -1% | -2% | 2
CC(Sc1nncn1C)C(=O)Nc1ccc(Cl)cn1 (stereo not given) | -5 | 1% | -3% | -9% | -0.4% | -2% | -3% | -5% | -2% | 0% | 2
O=C(Nc1ncccn1)c1cc(-c2ccc(F)cc2)nc2ccccc12 | -10 | 10% | -16% | ? | 0.1% | -11% | 5% | 1% | 6% | 8% | -2
CN(CC(=O)Nc1ccc(F)c(F)c1F)C1CCCCC1 | ? | -4% | 8% | ? | -0.4% | -4% | ? | -4% | 7% | -1% | 1
CCN(Cc1cnn(C)c1)C(=O)c1cc(COc2ccc(F)cc2F)on1 | 7 | . | -9% | -5% | -0.2% | -2% | -2% | -12% | -1% | 1% | 0
CNC(=O)/C=C1\NC(C)(C)Cc2c1ccc1ccccc21 | -13 | -15% | 4% | -3% | 0.4% | -6% | -1% | -3% | 1% | -2% | 1
Cn1ccnc1C(=O)c1ccc(N)cc1 | 20 | 16% | 6% | -2% | -0.3% | 0% | -1% | 0% | 2% | 11% | 0
CCOC(=O)c1c(NC(=S)NC(C)=O)sc(C)c1C | -14 | 9% | -7% | -22% | -0.9% | -5% | -3% | 0% | -1% | 2% | 2
Oc1ccc(Cc2ncc(C(F)(F)F)cc2Cl)cc1 | 24 | 8% | -2% | 3% | -0.3% | -5% | -4% | 1% | -2% | 4% | 3
Cc1ccn(C(C)CC(=O)N2CCc3ccccc32)n1 (stereo not given) | -2 | 1% | . | 39% | -0.2% | 0% | -5% | 2% | 2% | 3% | 1
O=C(CSc1ncnc2c1oc1ccccc12)Nc1cccc(C(F)(F)F)c1 | 5 | 22% | -10% | -5% | 0.1% | 0% | -6% | -4% | -14% | 2% | 0
Cc1ccc(S(=O)(=O)N/N=C/c2ccccc2O)cc1[N+](=O)[O-] | 10 | 13% | -2% | 15% | 0.3% | 0% | ? | 1% | -4% | 4% | 6
Cc1ccc(NC(=O)CC2CS(=O)(=O)CC2CC(=O)Nc2ccc(C)c(C)c2)cc1C (stereo not given) | 2 | 24% | -2% | 7% | -0.4% | 0% | -5% | -4% | -1% | -2% | 0
O=C1S/C(=C\c2ccc(N3CCOCC3)o2)C(=O)N1Cc1c(F)cccc1Cl | 6 | ? | 2.5µM* | 4% | -0.6% | ? | 12% | -4% | -1% | -2% | -41*
CC1(C)C2C/C(=N\O)C(C)(/[N+]([O-])=C/c3cccc([N+](=O)[O-])c3)CC21 (stereo not given) | -13 | -2% | 1% | -57%[inhibitor] | 0.5% | -7% | 3% | -2% | 3% | 5% | 1
COc1ccc(CCNC(=O)CN2CCOc3ccccc32)cc1OC | 14 | 0% | -2% | -8% | -2.1% | 0% | 3% | 0% | 0% | . | 2
CC(C)c1ccc(/C=N/NC(=O)CN(c2cccc(Cl)c2Cl)S(C)(=O)=O)cc1 | -15 | -3% | -6% | -52%[inhibitor] | 0.2% | -9% | -4% | 0% | -11% | 2% | -2
Cc1cccc(N2CCN(C3CCCCC3NS(=O)(=O)c3ccccc3)CC2C)c1 (stereo not given) | -6 | -7% | . | 11% | 0.2% | -1% | 13% | 1% | 3% | -8% | 0
C=CCn1c(SCCCCCC)nc(O)cc1=O | -4 | 0% | -9% | -18% | -0.2% | -1% | -3% | -1% | -4% | 2% | 6
COc1ccc(-c2nsc(SCC(=O)Nc3ccc4c(c3)OCO4)n2)cc1 | 4 | -4% | -19% | -5% | -0.3% | 0% | ? | -5% | 3% | 0% | 2
CCC(C)c1ccc(S(=O)(=O)N2CCN(c3ccccn3)CC2)cc1 (stereo not given) | -1 | ? | 5% | 7% | -1.1% | 0% | 0% | -1% | -1% | 3% | 1
CCOc1cc(N2CCOCC2)c(OCC)cc1NC(=O)Cn1nc(C)c([N+](=O)[O-])c1C | -2 | . | . | -10% | 0.2% | -7% | -8% | -16% | 2% | . | .
CC(C)Cn1c(-c2ccco2)n[nH]c1=S | 2 | -8% | -11% | 6%[7.66 µM] | -0.2% | -3% | ? | -9% | 2% | 0% | -4
CC(C)c1nnc(SCC(=O)Nc2ccc3c(c2)OCCO3)n1C | -6 | . | . | -12% | -0.4% | -1% | 4% | 3% | -1% | 2% | 2
COc1cccc(OC)c1OCCCN1CCC(Cc2ccccc2)CC1 | -4 | ? | 3% | -50%[inhibitor] | -0.1% | -3% | 0% | -3% | 2% | 5% | 2
CCCCN(C)C(=O)c1coc(=O)c2ccccc12 | 10 | -3% | -4% | 6% | 0.2% | -2% | 1% | 12% | 0% | 0% | 4
O=C(O)CCCN1C(=O)c2ccccc2Sc2ncccc21 | 0 | -16% | . | ? | 0.3% | -5% | 3% | 6% | 4% | 1% | -9
COc1ccc(CCC(=O)Nc2cc(S(=O)(=O)N3CCCCC3)ccc2N(C)C)cc1 | -23 | . | . | -41% | 0.1% | 0% | -1% | 0% | -3% | . | .
CC1(C)CC(=O)C=C(NCC(=O)O)C1 | 4 | 0% | 5% | 9% | -0.3% | -2% | 0% | 1% | 8% | 3% | 2
CCN(CC(=O)Nc1c(F)cccc1F)C(=O)CCSc1ccc(F)cc1 | 9 | . | . | -10% | 0.0% | -1% | 1% | -4% | 5% | . | .
CC1=C(C)[N+](=O)C2(O)CCCCC2(C)N1[O-] (stereo not given) | 5 | -4% | 3% | -1% | -0.5% | -1% | 1% | 7% | 0% | -2% | .
CCCCCN(C(=O)CCC(=O)OCC(=O)c1cccc(OC)c1)c1c(N)n(CCCC)c(=O)[nH]c1=O | -23 | . | -6% | 11% | -0.6% | -3% | 5% | 2% | -1% | -12% | .
Cc1[nH]n(C(N)=S)c(=O)c1N=Nc1ccc2ccccc2c1 | -9 | ? | 0% | 11% | ? | -4% | ? | 1% | -12% | 2% | 1
O=C(NNC(=O)C1CCCCC1)c1ccncc1 | 10 | 2% | . | 8% | -0.1% | -2% | 2% | -1% | -5% | 0% | 0
CC(=O)C1=C(O)C(=O)N(c2ccc(Br)cc2)C1c1cccc(F)c1 (stereo not given) | -9 | 12% | 1% | ? | 0.0% | -20% | 4% | 0% | 9% | -7% | 8
CN(c1ccccc1)S(=O)(=O)c1ccc(C(=O)NNC(=O)c2ccccc2)cc1 | -15 | . | . | 18% | 0.0% | 1% | 0% | -6% | -1% | . | .
CN(C)c1nc(SCc2ccccc2)nc(N2CCOCC2)n1 | -25 | 3% | -9% | -46% | 0.5% | -2% | 20% | 0% | -3% | 0% | 1
O=C(Oc1ccc(/C=N/NC(=O)c2ccco2)cc1)c1ccccc1 | -4 | . | . | 8% | 0.3% | 1% | 5% | 0% | -1% | . | .
Cc1ccccc1OCCC(=O)Nc1cccc(S(=O)(=O)Nc2ccccc2Cl)c1 | -7 | 20% | 2% | 34% | -0.9% | 1% | ? | 0% | -6% | 0% | 0
COC(=O)Cn1cc(/C=C/[N+](=O)[O-])c2ccccc21 | -5 | -4% | 13% | -1% | 2.8% | 0% | ? | 25% | -4% | 7% | 0

Three structures out of the list, sorted by SMILES length, high to low:
SMILES | Giardia kill | Menin MLL FP TR | PKM2 activator | a7 integrin act | B2AR arrestin | TSG101-PTAP inh | Chronic BCR inh | Tb PFK block | ASM inhibitor | GALK inhibitor | Coupling enz
Cc1cccc(N2CCN(C3CCCCC3NS(=O)(=O)c3ccccc3)CC2C)c1 (stereo not given) | -6 | -7% | . | 11% | 0.2% | -1% | 13% | 1% | 3% | -8% | 0
Cc1ccc(S(=O)(=O)N/N=C/c2ccccc2O)cc1[N+](=O)[O-] | 10 | 13% | -2% | 15% | 0.3% | 0% | ? | 1% | -4% | 4% | 6
O=C(NNC(=O)C1CCCCC1)c1ccncc1 | 10 | 2% | . | 8% | -0.1% | -2% | 2% | -1% | -5% | 0% | 0

These rows are one share of the data, so the mix of outcomes need not match the whole.
